USP1 inh = USP1/UAF1 (human) deubiquitinase inhibition. O94782. recombinant USP1/UAF1, Ub-Rhodamine cleavage fluorescence. Potency, µM (titrated, usually from 57.1 µM), for inactives: at the highest dose activity change, negative = inhibition, hits mostly inhibitors. hit rate 0.23% among 390,000. AID 743255; also: potency is read from the fitted curve at half-maximal effect; % is scaled to controls: 0 for no effect and ±100 for the full control effect; nearly all actives have a fitted effect of over 60% in size; inactives centre near -12
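USP1/UAF1 complex at 1 nM was preincubated with compound for 15 min at room temperature, then Ub-Rho substrate (150nM final) was added. Fluorescence (480/540 nm) was read kinetically, 6 reads every 60 seconds.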
GRP78 ERSR act = ER stress response induction in glioma; AID 602332; hit rate 0.02% among 420,000; U87-MG GRP78 promoter luciferase reporter, 16 h; Potency, µM, for the others: at the highest dose activation, usual class: activators; also: potency is read from the fitted curve at half-maximal effect; series mostly up to about 76 µM; % of control where 0% means no effect; nearly all actives have a fitted effect of over 35% in size
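Stably transfected U87-MG glioma cells carrying a GRP78-based luciferase sensor; 16 h compound incubation. Luminescence end-point read 10 min after Bright-Glo addition at room temperature.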
TrxR1 inh = blocks rat thioredoxin reductase 1 | recombinant rTrxR1, NADPH fluorescence consumption, selenite substrate | Potency, µM (doses to about 114 µM), inactives show at the top dose activity change, negative = inhibition, usual class: inhibitors | hit rate 1% among 390,000 | AID 588453; also: potency is read from the fitted curve at half-maximal effect; % is scaled to controls: 0 for no effect and ±100 for the full control effect; nearly all actives have a fitted effect of over 65% in size
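Rat TrxR1 (90 nM in the dispensed reagent) was pre-reduced with 400 uM NADPH for 5 min at room temperature, then incubated with compound for 15 min. After 400 uM selenite was added, NADPH fluorescence (Ex 340/Em 450 nm) was followed for 8 min.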
mIDH1 inhibitor = blocks human mutant IDH1 R132H enzyme; O75874; IDH1-R132H enzyme, NADPH consumption, diaphorase/resazurin fluorescence; Potency, µM (doses to about 76.6 µM), for inactives: at the highest dose activity change, negative = inhibition, most hits filed as inhibitors; hit rate 0.093% among 390,000; also: potency is read from the fitted curve at half-maximal effect; % is scaled to controls: 0 for no effect and ±100 for the full control effect; nearly all actives have a fitted effect of over 65% in size
Target sequence (O75874 whole entry R132H, stated change not applied): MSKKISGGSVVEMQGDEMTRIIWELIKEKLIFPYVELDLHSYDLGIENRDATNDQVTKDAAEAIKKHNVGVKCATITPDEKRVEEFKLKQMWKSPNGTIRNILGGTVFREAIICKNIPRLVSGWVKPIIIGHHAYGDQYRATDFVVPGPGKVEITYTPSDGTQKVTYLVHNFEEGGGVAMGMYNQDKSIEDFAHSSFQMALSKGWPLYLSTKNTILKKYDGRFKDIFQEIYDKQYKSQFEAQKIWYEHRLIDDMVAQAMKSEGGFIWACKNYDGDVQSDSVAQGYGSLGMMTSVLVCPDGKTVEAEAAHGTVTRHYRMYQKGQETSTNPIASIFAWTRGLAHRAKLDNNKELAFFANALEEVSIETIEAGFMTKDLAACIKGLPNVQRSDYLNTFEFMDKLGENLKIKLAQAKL
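IDH1-R132H (0.5 ug/mL dispensed) in pH 7.5 Tris buffer was preincubated 30 min with compound, then given a substrate mix of 0.016 mM NADPH and 2 mM alpha-KG for 80 min at room temperature; remaining NADPH was read by diaphorase/resazurin fluorescence.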
TrxR1 substrate = is turned over as a substrate by rat TrxR1 | O89049 | purified TrxR1 substrate turnover, NADPH consumption readout | Potency, µM (doses to about 114 µM), without a hit: top-dose activity change, negative = substrate turnover | hit rate 0.01% among 390,000; also: potency is read from the fitted curve at half-maximal effect; % is scaled to controls: 0 for no effect and ±100 for the full control effect; nearly all actives have a fitted effect of over 50% in size
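Rat TrxR1, dispensed at 90 nM, was prereduced with 400 uM NADPH (final) for 5 min at ~22 deg C, then incubated with compound 15 min before 400 uM selenite. A first-read NADPH fluorescence drop versus no-compound background flagged substrates.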
RGS4 inh = human RGS4 inhibition; AID 504845; P49798; Potency, µM (top dose mostly 114 µM), inactives show at the highest dose activity change, negative = inhibition, most hits filed as inhibitors; Transcreener GDP fluorescence polarization, RGS4-accelerated GTP hydrolysis; hit rate 0.039% among 390,000; also: potency is read from the fitted curve at half-maximal effect; % is scaled to controls: 0 for no effect and ±100 for the full control effect; nearly all actives have a fitted effect of over 75% in size; some results filed as inactive show a strong effect at the top dose
Target sequence (P49798 whole entry, looked up): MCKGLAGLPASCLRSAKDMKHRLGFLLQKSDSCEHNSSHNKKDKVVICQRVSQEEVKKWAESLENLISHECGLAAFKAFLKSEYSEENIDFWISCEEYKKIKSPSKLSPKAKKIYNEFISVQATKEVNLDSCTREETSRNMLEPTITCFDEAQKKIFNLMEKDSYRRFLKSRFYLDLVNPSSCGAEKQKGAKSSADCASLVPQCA
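MLSMR compounds (23 nl, pin-transferred) preincubated 10 min at room temperature with a 500nM (2x) first reagent, then RGS4 at 900nM (2x) plus Transcreener GDP mix added; fluorescence polarization (620/688 nm) read before and after 90 min at 30 °C.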
Vif-A3G inh = blocks the Vif interaction with human APOBEC3G; Q9HC16; HeLa A3G-eYFP + Vif (tagged APOBEC3G with the HIV-1 protein that degrades it), YFP fluorescence, overnight; Potency, µM (titrated, usually from 46.1 µM), without a hit: at the highest dose activity, negative = active, most hits filed as inhibitors; hit rate 0.076% among 410,000; AID 602310;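 also: potency is read from the fitted curve at half-maximal effect; % is scaled to controls: 0 for no effect and ±100 for the full control effect; nearly all actives have a fitted effect of over 60% in size; hits raise eYFP signal because A3G escapes Vif-driven loss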
Target sequence (Q9HC16 whole entry, looked up): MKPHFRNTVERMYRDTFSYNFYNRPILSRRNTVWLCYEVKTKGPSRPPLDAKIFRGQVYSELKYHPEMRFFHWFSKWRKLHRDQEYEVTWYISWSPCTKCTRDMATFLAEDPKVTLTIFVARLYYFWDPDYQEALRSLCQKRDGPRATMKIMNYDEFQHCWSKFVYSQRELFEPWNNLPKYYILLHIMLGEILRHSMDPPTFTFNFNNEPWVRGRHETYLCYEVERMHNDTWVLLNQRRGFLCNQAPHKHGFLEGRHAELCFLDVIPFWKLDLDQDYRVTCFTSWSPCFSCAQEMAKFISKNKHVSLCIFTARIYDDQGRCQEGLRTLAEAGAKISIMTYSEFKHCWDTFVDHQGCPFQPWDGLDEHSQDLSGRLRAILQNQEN
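Read-out is eYFP fluorescence (Ex 488/Em 500-530) from Vif-expressing HeLa A3G-eYFP cells; more signal means A3G escaped Vif-mediated degradation. Cells plated overnight, compound pinned in, incubated overnight at 37 deg C.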
Vif-APOBEC3F blk = inhibitors of Vif-A3F interaction | HeLa A3F-eYFP + Vif (tagged APOBEC3F with the HIV-1 protein that degrades it), YFP fluorescence increase | Potency, µM (doses to about 46.1 µM), for the others: top-dose activity, negative = active | hit rate 0.2% among 390,000 | AID 602313; also: potency is read from the fitted curve at half-maximal effect; % of control where 0% means no effect; nearly all actives have a fitted effect of over 65% in size
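Fluorescence increase (Ex 488/Em 500-530) after overnight compound treatment at 37 deg C flags inhibition of Vif-driven A3F-eYFP loss in stable HeLa A3F-eYFP/Vif cells seeded overnight beforehand.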
LDHA block = blocks human lactate dehydrogenase A | P00338 | purified LDHA, NADH/diaphorase-resazurin fluorescence; hits give low values | activity change, % (values are at about 110 or 230 µM) | hit rate 0.15% among 480,000; in the data active = activity change below about -30%; inconclusive = mostly about -25% to -30%;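 also: plate controls were DMSO wells for no effect and wells without enzyme for full effect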
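Remaining NADH was detected by diaphorase (0.133 mg/mL) converting 37 µM resazurin to fluorescent resorufin, read at 0 and 20 minutes. The preceding 5-minute room-temperature reaction used 2 nM LDHA, 0.2 mM sodium pyruvate and 0.06 mM NADH at pH 7.4.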
Numbers without * were called inactive; ? = inconclusive; · = not tested or not shown; & = joins results of further samples; [ ] = remark or other dose. Unless noted, calls follow the shape of the dose curve; as a rule, active = well fitted curve in the direction sought with a large enough effect; inconclusive = small, poorly fitted or top-dose-only effect, or another doubt; inactive = no such curve, though single readings can be large; an effect the other way counts as inactive or inconclusive. A portion of the library (hit frequency here may not be typical).

SMILES	USP1 inh	GRP78 ERSR act	TrxR1 inh	mIDH1 inhibitor	TrxR1 substrate	RGS4 inh	Vif-A3G inh	Vif-APOBEC3F blk	LDHA block
CCOc1ccc(C(=O)NCC(C)CN(C)C)cc1OCC (stereo unspecified)	3%	-4%	8%	-4%	-5%	19%	1%	·	2
Cc1cccc(NC(=O)c2ccc(N(Cc3ccccc3)S(C)(=O)=O)cc2)c1	-17%	?	-6%	14%	-10%	3%	?	1%	-4
COc1ccc(N2CCN(CC(=O)NC(=O)NCc3ccccc3)CC2)cc1	2%	0%	-12%	3%	-14%	-2%	0%	7%	0
Cc1ccc(S(=O)(=O)N2CCN(C(=O)CSc3ccccn3)CC2)c(C)c1	-7%	-6%	21%	1%	11%	-30%	0%	-22%	-1
Cc1cc(=O)oc2cc(NC(=O)CCOc3ccccc3)ccc12	-2%	3%	27%	-3%	28%	20%	-10%	2%	-12
O=C1CN(C(=O)CSc2ccc(-c3ccc(F)cc3)nn2)c2ccccc2N1	-18%	2%	13%	0%	4%	-24%	-16%	2%	0
NS(=O)(=O)c1ccc(NC(=O)c2ccc(F)cc2F)c(NC(=O)c2ccc(F)cc2F)c1	-17%	-1%	-3%	0%	-6%	-3%	1%	11%	-6
Cc1cc(=O)nc2c3ccccc3n(CC(=O)NCCCN3CCCCC3C)n12 (stereo unspecified)	-21%	3%	25%	-1%	7%	-1%	0%	4%	-3
CC(C)CCNC(=O)c1c[nH]c2ccc(S(=O)(=O)Nc3cccc(C(F)(F)F)c3)cc2c1=O	5%	-3%	11%[57.1 µM]	-7%	1%[57.1 µM]	-1%	-12%	-6%	1
O=[N+]([O-])c1ccccc1S(=O)(=O)Nc1ccc2c(c1)OCCO2	-22%	0%	-2%	11%	5%	12%	3%	-15%	-1
N/C(=N\NC(=O)c1ccc(F)cc1)c1cc2ccccc2oc1=O	-24%	2%	3%	-7%	-4%	9%	1%	-22%	-4
CCCCOC(=O)C1CCCC(C)N1 (stereo unspecified)	-13%	-3%	30%	-2%	11%	-7%	0%	-7%	2&-15
Cc1ccc(NC(=O)C(c2ccccc2)N2CCN(CC(=O)N3CCOCC3)CC2)cc1Cl (stereo unspecified)	0%	2%	-2%	-1%	-2%	20%	-1%	0%	-6
O=C(O)Cn1c(SCc2ccccc2)nc2ccccc21	3%	8%	-1%	16%	-4%	-8%	0%	-13%	-7
CC1CCN(C(=O)CCc2nnc(-c3ccccc3)o2)CC1	-18%	1%	16%	7%	6%	-10%	2%	-3%	-5
Cc1ccnc(NC(=O)c2cccs2)c1	-24%	-6%	8%	7%	6%	?	-4%	-2%	0
O=C(Nc1cccnc1)OC1CCCCC1	?	-2%	5%[57.1 µM]	-1%	-1%[57.1 µM]	-29%	8%	-3%	-8
Cc1ccc(NC(=O)COC(=O)Cc2ccccc2)cc1S(=O)(=O)N1CCOCC1	-15%	-1%	-4%	1%	-6%	11%	0%	5%	-10
Cc1ccc(N2CC(NC(=O)c3cc4ccccc4o3)CC2=O)cc1C (stereo unspecified)	?	-2%	16%[57.1 µM]	-3%	-2%[57.1 µM]	9%	0%	-1%	-4
CCOc1ccc(N(C(=O)c2ccccc2Cl)C2=NC(C)(C)CS2)cc1	-14%	7%	16%[57.1 µM]	2%	2%[57.1 µM]	-4%	0%	12%	-1
O=C(Cn1nnc2ccccc21)N/N=C/c1ccco1	-18%	-3%	23%	-9%	4%	-6%	-4%	0%	-4
O=C(CNS(=O)(=O)c1ccc(Br)cc1Cl)OCC(=O)N1CCCC1=O	-7%	-5%	21%	15%	14%	-21%	-17%	-1%	2
COc1ccc(NC(=O)NCc2ccncc2)c(OC)c1	-9%	-4%	14%	5%	4%	30%	-3%	-5%	0
CN1OC[C@@H]2C(=O)N3CCc4c([nH]c5ccccc45)[C@@H]3C[C@@H]21	-21%	-2%	·	11%	·	·	-21%	?	7
Cc1cccc(CNS(=O)(=O)c2ccc(-c3ccc(=O)[nH]n3)s2)c1	-14%	-2%	13%[57.1 µM]	8%	1%[57.1 µM]	-52%[56.9 µM]	3%	-6%	-3
CSc1nnc(CNC(=O)c2ccccc2)n1-c1ccc(F)cc1	-7%	-1%	16%	0%	5%	-5%	5%	-4%	-13
CN(C)S(=O)(=O)NCC1CCCN(Cc2ccc(-c3ccccc3)cc2)C1 (stereo unspecified)	-25%	-1%	?	-6%	3%	7%	3%	-18%	-5
CCCCNC(=O)CSc1nccn1Cc1ccccc1	7%	-1%	32%	0%	11%	1%	0%	-6%	-2
Cc1cccc(C)c1Nc1nnc(SCC(=O)Nc2cc(S(=O)(=O)N3CCCCC3)ccc2Cl)s1	-16%	-4%	4%	4%	-3%	-29%	0%	-5%	-2
Cc1cc2c(cc1S(=O)(=O)N1CCC(C)CC1)OCC(=O)N2	-6%	-3%	1%	-8%	-14%	23%	0%	4%	-10
Cn1c(NCCO)nc2c1c(=O)n(Cc1ccc(F)cc1)c(=O)n2C	-13%	-3%	7%[57.1 µM]	-5%	6%[57.1 µM]	-4%	6%	-1%	-2&2
COC(=O)C1(CCSC)NC(c2ccco2)C2C(=O)N(C)C(=O)C21 (stereo unspecified)	0%	-2%	18%[57.1 µM]	0%	8%[57.1 µM]	38%	-1%	-21%	-6
O=C(c1ccco1)n1nc(-c2ccc(Cl)cc2)nc1NCc1ccco1	-17%	0%	1%	1%	-2%	3%	2%	-13%	0
O=C(CCNc1ccc(Cc2ccncc2)cc1)c1cccc([N+](=O)[O-])c1	-8%	-17%	?	-1%	5%[57.1 µM]	-17%	-14%	3%	2
CC(C)CC(=O)Nc1c(C(=O)N2CCN(c3ccccc3F)CC2)oc2ccccc12	?	-2%	4%	-7%	-10%	-2%	11%	4%	1
Cc1nn(CC(=O)NCc2ccc(Cl)cc2)c(C)c1[N+](=O)[O-]	-15%	-5%	14%	2%	5%	-11%	-3%	-10%	-4
CCN(CC(=O)Nc1ccc2c(c1)OCCO2)C(=O)c1ccc(Cl)cc1Cl	-6%	4%	9%	6%	-3%	2%	0%	6%	-9
Cc1ccc(C(=O)CSc2nnnn2C(C)C)c(C)c1	-17%	-17%	12%	12%	3%	-24%	0%	-8%	1
S=c1[nH]nc(-c2ccc(Br)o2)n1Cc1ccccc1	-5%	-3%	?	2%	0%	-23%	-4%	1%	5
O=C(Nn1cnc2ccccc2c1=O)c1ccccc1[N+](=O)[O-]	?	-2%	12%[57.1 µM]	1%	9%[57.1 µM]	-1%	-3%	-13%	-10

In a second layout: entries from further up.
Molecule,USP1 inh,GRP78 ERSR act,TrxR1 inh,mIDH1 inhibitor,TrxR1 substrate,RGS4 inh,Vif-A3G inh,Vif-APOBEC3F blk,LDHA block
CN1OC[C@@H]2C(=O)N3CCc4c([nH]c5ccccc45)[C@@H]3C[C@@H]21,-21%,-2%,·,11%,·,·,-21%,?,7
CC1CCN(C(=O)CCc2nnc(-c3ccccc3)o2)CC1,-18%,1%,16%,7%,6%,-10%,2%,-3%,-5
CCOc1ccc(N(C(=O)c2ccccc2Cl)C2=NC(C)(C)CS2)cc1,-14%,7%,16%[57.1 µM],2%,2%[57.1 µM],-4%,0%,12%,-1

Following part
SMILES	USP1 inh	GRP78 ERSR act	TrxR1 inh	mIDH1 inhibitor	TrxR1 substrate	RGS4 inh	Vif-A3G inh	Vif-APOBEC3F blk	LDHA block
CCOC(=O)C(CC)Sc1ncnc2sc3c(c12)CCCC3 (stereo unspecified)	-21%	-2%	15%	-3%	-2%	20%	-25%	-1%	2
CCCc1ncc(C(O)c2ccccc2OC)n1C (stereo unspecified)	-24%	-4%	3%[57.1 µM]	2%	-4%[57.1 µM]	26%	-2%	-3%	-5&-2
O=C(CSc1ccc(-c2ccco2)nn1)c1ccc(F)cc1	-13%	3%	8.9µM*	9%	-4%	?	-2%	3%	6
CC(=O)c1ccc(NS(=O)(=O)c2ccc3c(c2)N(C)CCO3)cc1	-23%	6%	12%	-1%	-3%	-20%[56.9 µM]	-1%	2%	-2

Retrieved by compound from the list above (3):
SMILES	USP1 inh	GRP78 ERSR act	TrxR1 inh	mIDH1 inhibitor	TrxR1 substrate	RGS4 inh	Vif-A3G inh	Vif-APOBEC3F blk	LDHA block
CCCc1ncc(C(O)c2ccccc2OC)n1C (stereo unspecified)	-24%	-4%	3%[57.1 µM]	2%	-4%[57.1 µM]	26%	-2%	-3%	-5&-2
CC(=O)c1ccc(NS(=O)(=O)c2ccc3c(c2)N(C)CCO3)cc1	-23%	6%	12%	-1%	-3%	-20%[56.9 µM]	-1%	2%	-2
O=C(CSc1ccc(-c2ccco2)nn1)c1ccc(F)cc1	-13%	3%	8.9µM*	9%	-4%	?	-2%	3%	6
